Compound activity (PubChem)
PLCg1 inh: blocks human PLC-gamma1 enzyme activity; P19174; purified PLC-gamma1, fluorogenic substrate, fluorescence; inhibition, % at 12.2 µM; 0.84% of 370,000 active; in the data active means inhibition above about 9.5%
DAX1 inh-1: blocks DAX1 repression of SF-1 activated StAR promoter | inhibition, % at 6.8 µM | AID 652010 | HEK293T StAR-luciferase reporter, SF-1/DAX-1 repression relief | 1.1% of 370,000 active;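 active means inhibition above the mean over all tested compounds plus 3 SD, cut at about 3.6% in these data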;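 further: 0% = DAX-1 cells with DMSO and 100% = cells lacking DAX-1 with DMSO; higher inhibition means more luminescence from relief of DAX-1 repression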
HGIII-sPLA2 inh: Blocks human group III sPLA2 activity. Q9NZ20. QFRET BODIPY PC-A2 liposome hydrolysis, fluorescence. inhibition, % at 12.2 µM. 0.56% of 370,000 active. AID 743126;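 active means inhibition above mean plus 3 SD of compounds lying within the high and low control bounds, cut at about 19% in these data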;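 further: 0% = median of test compound wells and 100% = no enzyme DMSO wells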
ADAM17 inh: inhibitors of human ADAM17 | P78536 | recombinant ADAM17, EDANS/DABCYL FRET peptide cleavage | inhibition, % at 6.95 µM | 0.83% of 370,000 active;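 active means inhibition above the mean of compounds lying between control limits plus 3 SD, set per campaign, cut at about 8.5% in these data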;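 further: 0% = DMSO-only wells as the low control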
FXN GAA850 act: increases GAA850 frataxin promoter reporter activity. 0.56% of 360,000 active. HEK293 lucGAA850 FXN promoter luciferase reporter, 24 h; percent of 10 µM SAHA response. activation, % at 6 µM. AID 540364;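 active means activation above the average of all compounds screened plus 3 SD, cutoff fixed separately per campaign, cut at about 7.5% in these data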;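 further: 0% = DMSO wells and 100% = 10 µM SAHA wells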
PLC-beta3 inh: PLC-beta3 (human) inhibition, primary screen; Purified PLC-beta3, fluorogenic substrate, fluorescence; inhibition, % at 12.2 µM; 0.18% of 370,000 active; in the data active means inhibition above about 11%;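 further: 0% = median of compound wells on plate and 100% = full blocker control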
hcDAF12 agonist: H. contortus DAF-12 activation, primary screen; HEK293 hcDAF-12 lit1-tk-luc reporter, luminescence; 0% DMSO, 100% Δ7-dafachronic acid; activation, % at 6.8 µM; 1.4% of 370,000 active;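 active means activation above the mean of all tested compounds plus 3 SD, cut at about 5.5% in these data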;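 further: 100% = response to 3 µM Δ7-dafachronic acid high control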
hgDAF-12 ag: hgDAF-12 agonism, primary luciferase screen. activation, % at 6.8 µM. 1.8% of 370,000 active. HEK293 GAL4-hgDAF12 UAS-luciferase reporter, agonist luminescence; normalized to butyrate control. AID 687014;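 active means activation above a cutoff set at the mean of all screened compounds plus 3 SD, cut at about 10% in these data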;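 further: 0% = DMSO wells and 100% = sodium butyrate wells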
ADAM10 inh: inhibitors of human ADAM10 | O14672 | recombinant ADAM10, EDANS/DABCYL FRET peptide cleavage, 3 h | inhibition, % at 7 µM | 0.62% of 370,000 active | AID 720582;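 active means inhibition above a per-campaign cutoff equal to the mean of compounds falling between control-based bounds plus 3 SD, cut at about 20% in these data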;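 further: 0% = DMSO wells while the 100% control is not disclosed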
Target sequence (O14672 214-748 limits assumed): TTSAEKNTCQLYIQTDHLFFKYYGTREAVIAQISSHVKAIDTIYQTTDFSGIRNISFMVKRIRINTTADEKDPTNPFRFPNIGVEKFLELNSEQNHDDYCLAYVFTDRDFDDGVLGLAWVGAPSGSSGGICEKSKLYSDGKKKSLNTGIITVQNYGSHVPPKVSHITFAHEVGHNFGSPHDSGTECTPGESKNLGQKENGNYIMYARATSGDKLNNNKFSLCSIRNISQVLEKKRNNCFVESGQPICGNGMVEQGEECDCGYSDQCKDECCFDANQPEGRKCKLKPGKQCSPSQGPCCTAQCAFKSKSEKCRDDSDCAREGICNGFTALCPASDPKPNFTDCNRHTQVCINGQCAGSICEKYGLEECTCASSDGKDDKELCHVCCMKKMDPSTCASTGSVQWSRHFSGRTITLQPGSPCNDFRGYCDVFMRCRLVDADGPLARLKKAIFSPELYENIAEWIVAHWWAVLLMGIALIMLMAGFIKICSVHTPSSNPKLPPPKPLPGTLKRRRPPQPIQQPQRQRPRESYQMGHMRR
ssDAF-12 act: activates DAF-12 receptor from parasite S. stercoralis; HEK293 ssDAF-12/GRIP1 lit1-tk-luc reporter, luminescence; % of 3 µM dafachronic acid response; activation, % at 6.8 µM; 1% of 370,000 active; AID 652126;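 active means activation above the mean over all tested compounds plus 3 SD, cut at about 0.9% in these data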;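 further: 0% = DMSO-only wells and 100% = 3 µM delta7-dafachronic acid wells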
DAX1 inh-2: inhibits human nuclear receptor DAX1. AID 504766. P51843. 0.99% of 340,000 active. inhibition, % at 6.75 µM. HEK293 Gal4-DAX1 luciferase reporter, luminescence;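 active means inhibition above the mean over all tested compounds plus 3 SD, cut at about 4.2% in these data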;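 further: 0% = DAX1-transfected cells with DMSO and 100% = empty-vector control cells with DMSO; inhibition shows as a rise in luminescence from relieved DAX1 repression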
Target sequence (P51843 207-470 limits assumed): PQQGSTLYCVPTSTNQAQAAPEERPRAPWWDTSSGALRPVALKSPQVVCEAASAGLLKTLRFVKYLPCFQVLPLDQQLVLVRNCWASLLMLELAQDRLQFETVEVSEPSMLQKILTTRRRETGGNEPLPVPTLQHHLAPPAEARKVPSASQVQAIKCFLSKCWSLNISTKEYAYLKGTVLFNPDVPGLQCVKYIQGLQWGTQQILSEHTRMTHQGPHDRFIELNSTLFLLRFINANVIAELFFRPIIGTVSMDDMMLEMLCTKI
* = called active by the depositor; nt = no result given.

no.	mol	ADAM10 inh	DAX1 inh-2	PLCg1 inh	PLC-beta3 inh	DAX1 inh-1	ssDAF-12 act	FXN GAA850 act	hgDAF-12 ag	ADAM17 inh	hcDAF12 agonist	HGIII-sPLA2 inh
1	CCN(CC)CCn1c2c(c(SCC(=O)Nc3ccc(F)c(F)c3)nc1=O)CCC2	-4	-0.7	1	-2	0.0	-1.2	3.0	-2.6	0	-0.2	-9
2	CCOc1ccccc1C1C(C#N)=C(N)Oc2cc(C)n(Cc3ccccn3)c(=O)c21 (configuration not stated)	-3	0.3	-18	-24	-0.5	-1.4	1.0	0.3	-1	0.9	-5
3	CCOC(=O)c1cccc(NC(=O)c2ccc(NC(=O)C3CCCO3)cc2)c1 (configuration not stated)	5	-1.6	2	-2	0.1	-1.4	-1.7	-1.1	3	-3.5	-1
4	N#Cc1cccc(NS(=O)(=O)c2ccccc2Cl)c1	-8	0.6	-5	-7	0.4	-1.0	-1.9	-2.1	-2	-0.3	-8
5	CC1CC(Nc2ccccc2N)=CC(=O)O1 (configuration not stated)	-2	2.9	-5	-7	1.7	0.3	4.2	9.9	-3	5.8*	2
6	COc1ccc(/C=N/NC(=O)c2ccccc2Cl)cc1CSc1nc2ccccc2s1	4	-3.4	-1	-1	-2.5	-1.1	-1.7	0.2	6	1.7	-10
7	CCc1c(C)nc2ncnn2c1N1CCCC(C(=O)NCc2ccco2)C1 (configuration not stated)	1	0.9	-1	-3	-0.9	-1.4	0.6	-4.8	-2	-1.5	3
8	CCn1cc(C(=O)NCC(OC)OC)c(=O)c2cc(S(=O)(=O)N(C)C3CCCCC3)ccc21	-3	-0.4	1	-4	-0.3	0.0	1.1	1.5	4	-3.6	-3
9	Cc1ccc(OCCC(=O)OCc2csc(CC(=O)Nc3ccccc3C)n2)cc1	-2	0.1	-2	-7	0.9	-0.8	1.3	-0.1	2	-0.7	-44
10	Cc1cc([N+](=O)[O-])ccc1NC(=S)NC1CCCC1	-8	-0.2	2	-3	-0.6	-0.4	0.8	-1.4	-2	-0.8	12
11	Nc1ccccc1NC1=CC(=O)CC(c2ccco2)C1 (configuration not stated)	1	2.2	-11	-20	1.6	0.7	0.6	13*	-2	4.1	2
12	Cc1cc(C)cc(N(CCC(=O)Nc2nnc(C3CC3)s2)S(=O)(=O)c2ccc(Cl)cc2)c1	8	1.0	4	3	-0.5	-1.1	-5.3	-0.6	0	-1.9	-12
13	Cc1[nH]nc(-c2ccc(OCc3cnn(-c4ccccc4)c3)cc2O)c1Oc1ccc(F)cc1	9	0.6	-2	1	0.1	-0.8	-1.4	-0.7	-2	-0.9	-2
14	CC(C)(C)C(=O)O/N=C1\CCS(=O)(=O)c2sccc21	0	1.4	-1	4	0.4	0.7	4.0	0.2	2	3.4	-2
15	CCOC(=O)C1C(c2cc(OC)c(OC)c(OC)c2)NC(=S)NC1(O)C(F)(F)F (configuration not stated)	-3	-0.3	-3	-4	0.2	-1.4	0.3	-0.9	-4	-1.4	6
16	CCCCn1c(N)c(N(CCC(C)C)C(=O)c2c(CC)noc2C)c(=O)[nH]c1=O	-11	0.9	-3	0	-0.3	-1.2	0.3	-1.0	-3	0.2	17
17	CC(C)C1C(c2ccccc2)N(C)C(c2ccccc2)CC1(O)c1ccccc1 (configuration not stated)	0	0.4	0	-25	0.5	-1.1	0.3	0.1	-1	-0.6	-7
18	O=S1(=O)c2c(cccc2N2CC[C@@H](O)C2)O[C@H]2CCN1C2	-2	nt	-1	2	0.1	-1.5	nt	-0.3	-4	-0.4	0
19	CN1CCN/C1=C(/C(Cl)=C(Cl)Cl)[N+](=O)[O-]	-1	-0.6	3	3	0.1	-1.0	0.8	-0.9	0	-0.1	0
20	CCc1nc(Nc2ccc(O)cc2)c2oc3ccccc3c2n1	1	-2.3	-19	-26	-1.4	-1.6	7.2	-6.3	-3	-3.0	-11
21	CC(C)COP(=O)(c1ccc(N(C)C)cc1)C(Nc1ccccc1)c1cccnc1 (configuration not stated)	9	-0.1	9	4	0.3	-0.8	0.7	-2.5	1	-2.1	-3
22	CC1CCN(C(=O)COC(=O)c2ccc(Cl)nc2)CC1	-2	1.0	-2	-1	0.8	-0.1	0.5	-0.9	0	0.2	6
23	CC1(C(=O)Nc2ccc3c(c2)OCCO3)CCN1C(=O)Cc1cc(F)ccc1F (configuration not stated)	8	nt	8	-2	0.2	-0.3	-0.7	-2.6	3	-1.8	4
24	O=C(NCCc1ccccc1)c1ccc(NC(=O)C2CCCC2)cc1	-6	0.2	-1	2	-0.2	-1.2	1.2	0.6	-2	-1.1	0
25	COc1cccc(-c2nc(CS(=O)CC(=O)NCc3ccc(F)cc3)c(C)o2)c1 (configuration not stated)	2	-0.6	-1	-4	0.1	-0.4	1.3	0.6	-1	-2.0	-6
26	Cc1cc(Cl)ccc1OC(C)C(=O)OCC(=O)Nc1ccc2[nH]c(=O)[nH]c2c1 (configuration not stated)	-3	0.0	-5	-11	0.6	-1.4	1.8	5.7	0	1.3	-5
27	CC(=O)N1CC(=O)N(OCc2ccccc2)C1c1ccc(Cl)cc1Cl (configuration not stated)	8	0.5	6	4	-0.5	0.5	1.7	-0.4	1	0.3	-7
28	CCCCCn1c(=O)[nH]c2cc(C(=O)O)ccc2c1=O	-40	-0.2	-7	-7	-0.1	-1.7	3.0	-1.6	-6	-1.7	-3
29	CCOc1cccc(-c2c(C(=O)N/N=C/c3ccc(C)o3)nnn2-c2nonc2N)c1	-2	-0.4	-9	-25	-1.1	-1.3	0.0	-0.8	0	-2.4	-17
30	O=C(COC(=O)C1COc2ccccc2O1)c1ccc(F)cc1 (configuration not stated)	-9	1.0	-1	3	1.2	0.1	0.1	-1.0	-4	0.8	0
31	O=C(NCc1ccco1)C1CC(O)CN1C(=O)Nc1ccccc1 (configuration not stated)	-7	1.9	-1	-2	0.0	-1.6	-0.4	-0.2	-1	-1.6	6
32	O=C(NCCN1CCOCC1)/C(=C/c1ccccc1)NC(=O)c1ccccc1	-2	-0.1	1	-7	-0.1	-1.1	1.6	5.0	-1	-1.6	0
33	O=C(NCc1ccc(F)cc1)c1cc(-c2ccncc2)nc2ccccc12	-6	-0.8	-1	-6	-0.5	-0.5	0.8	-2.3	-2	2.5	3
34	Cc1ccc(-n2c(SCC(=O)NCC3CCCO3)nc3ccccc3c2=O)cc1 (configuration not stated)	-13	0.9	6	1	-1.3	-1.1	0.3	-3.6	-5	-0.4	13
35	O=C(O)CCn1c(SCc2ccccc2)nc2ccccc21	-6	1.2	-6	-9	0.3	-0.2	-0.2	4.8	-5	-0.4	2
36	O=c1[nH]c2cc(Cl)cc(Cl)c2[nH]c1=O	-128	3.2	-44	-59	1.4	-0.5	0.1	1.3	-27	-0.4	-7
37	CN(CCc1ccccc1)C1CCCN(S(=O)(=O)N(C)C)C1 (configuration not stated)	5	1.7	0	-6	-0.3	-1.8	0.9	-0.3	-2	-0.6	11
38	O=C(C(=O)N1CCN(c2cccc(Cl)c2)CC1)N1CCCCC1	1	0.7	2	6	-0.3	0.2	-0.7	-2.9	3	-1.3	0
39	O=C(O)C1CSC2(c3ccc(Br)cc3)CCC(=O)N12 (configuration not stated)	-3	0.4	5	0	0.2	-1.5	0.1	-3.0	-7	-2.4	4
40	CCCCc1nnc(NC(=O)Cc2ccc(OC)c(S(=O)(=O)N3CCOCC3)c2)s1	-5	0.0	0	-4	-1.5	-0.8	1.1	-2.2	2	0.6	-3
41	O=C(COC(=O)Cc1ccc(F)cc1)NCCc1ccccc1	-4	0.0	7	-8	-3.2	-0.8	-0.6	0.5	-6	-0.5	10
42	COc1ccc(CN([C@H](C)CO)S(=O)(=O)N(Cc2ccccc2)[C@H](CO)C(C)C)cc1	-3	-0.5	2	1	0.3	-1.1	-0.3	1.5	-1	0.2	-22
43	CC(C)(C)n1nc2c(c1NC(=O)c1cc([N+](=O)[O-])ccc1Cl)CS(=O)(=O)C2	0	-0.9	2	-4	-0.6	-1.1	-6.8	-1.8	-3	-1.1	-4
44	CNc1ccccc(-c2ccc3cc4c(cc3n2)OCO4)c1=O	-44	-0.5	-25	-31	0.1	-1.6	1.1	-2.7	-11	1.4	-7
45	O=C(NCc1ccccc1)[C@@H]1CCCN1C(=O)[C@H]1CCCN1C(=O)c1ccccc1Cl	-3	nt	2	6	0.6	-0.5	nt	0.7	-2	-0.5	2

From no. 41 as far as 45, as listed above:
no.	mol	ADAM10 inh	DAX1 inh-2	PLCg1 inh	PLC-beta3 inh	DAX1 inh-1	ssDAF-12 act	FXN GAA850 act	hgDAF-12 ag	ADAM17 inh	hcDAF12 agonist	HGIII-sPLA2 inh
41	O=C(COC(=O)Cc1ccc(F)cc1)NCCc1ccccc1	-4	0.0	7	-8	-3.2	-0.8	-0.6	0.5	-6	-0.5	10
42	COc1ccc(CN([C@H](C)CO)S(=O)(=O)N(Cc2ccccc2)[C@H](CO)C(C)C)cc1	-3	-0.5	2	1	0.3	-1.1	-0.3	1.5	-1	0.2	-22
43	CC(C)(C)n1nc2c(c1NC(=O)c1cc([N+](=O)[O-])ccc1Cl)CS(=O)(=O)C2	0	-0.9	2	-4	-0.6	-1.1	-6.8	-1.8	-3	-1.1	-4
44	CNc1ccccc(-c2ccc3cc4c(cc3n2)OCO4)c1=O	-44	-0.5	-25	-31	0.1	-1.6	1.1	-2.7	-11	1.4	-7
45	O=C(NCc1ccccc1)[C@@H]1CCCN1C(=O)[C@H]1CCCN1C(=O)c1ccccc1Cl	-3	nt	2	6	0.6	-0.5	nt	0.7	-2	-0.5	2
